TTR transcr act = increases transthyretin transcription. 92,000 compounds, 1.3% hits. activation, % at 16.7 µM. SH-SY5Y TTR promoter Gaussia luciferase, luminescence; 100% = recombinant luciferase protein wells;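 active means activation above the mean of all tested compounds plus 3 SD, cut at about 9.5% in these data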;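 further: cells exposed to compounds for one day before reading; 0% = median of all test compound wells on the plate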
* marks the source's active call; other numbers are inactive results.

SMILES	TTR transcr act
COc1cccc2c(=O)n(CC(=O)Nc3ccccc3)ccc12	0.1
Cc1c(CCC(=O)O)c(=O)oc2cc3oc4c(c3cc12)CCCC4	0.4
CCc1cc2c(=O)n(CC)c(SC(C)C(=O)Nc3c(C)n(C)n(-c4ccccc4)c3=O)nc2s1 (stereo not drawn)	8.1
O=C(O)c1cc(-c2ccc3c(c2)OCO3)nc2ccccc12	-0.1
Cc1ccc2cc(CCNC(=O)C(=O)c3c[nH]c4ccccc34)c(=O)[nH]c2c1	5.3
O=C(NCCCO)c1ccc2nc(-c3ccco3)c(-c3ccco3)nc2c1	-1.0
S=c1[nH]nc(-c2ccccn2)n1/N=C/c1ccc(Cl)cc1	-0.2
Cc1nn(-c2ccccc2)c(Cl)c1C(=O)NC1CCCCC1	1.3
Cn1c(N)c(Sc2ccc(F)cc2)c(=O)n(C)c1=O	-0.4
CCCCOc1ccc(C(=O)N/C(=C/c2cccc([N+](=O)[O-])c2)C(=O)O)cc1	0.3
CC(C)CNC(=O)C(=O)N/N=C/c1cccs1	-0.4
O=C(CNC(=O)c1ccccc1F)NCc1ccncc1	0.5
CN1CCc2c(sc(/N=C/c3cc(Cl)ccc3O)c2C#N)C1	-1.1
CC(C)C(=O)Nc1nnc(Cc2c[nH]c3ccccc23)s1	1.7
O=C(O)c1ccc(S(=O)(=O)NN=Cc2c[nH]c3ccccc23)cc1	0.2
OC(c1cc(C(F)(F)F)nc2c(Cl)cc(Cl)cc12)C1CCCCN1 (stereo not drawn)	-2.5
CCOc1cc(C(=S)N2CCOCC2)cc(Br)c1OS(=O)(=O)c1ccccc1	-2.1
N#Cc1ccc(NC(=O)OC2CC3CC2[C@H]2CCCCN2C3)cc1 (stereo partly drawn)	1.2
O=C(O)CS(=O)(=O)CC(=O)NCc1cccc(C(F)(F)F)c1	1.4
C=CCN1C(C(=O)c2ccccc2)=C(OC(=O)COc2ccccc2)c2ccccc2S1(=O)=O	-0.8
CCc1nc2ccc(C(=O)Nc3ccc(OC)c(OC)c3)cn2c1N(CC)Cc1cccc(Br)c1	-1.1
COc1cc(S(=O)(=O)NC2CCCC2)c(OC)cc1Cl	-1.6
Cc1onc(-c2ccccc2Cl)c1C(=O)NC(=S)NCc1cccnc1	2.0
CCC(=O)NCCNc1nc2cc(C)c(C)cc2cc1C#N	1.8
CC(=O)Nc1ccc2c(c1)C(=O)c1cccc(C(=O)O)c1-2	-1.2
Cc1ccc(OCCCn2ccnc2)c(Br)c1	1.4
COc1ccc(C)cc1NC(=O)c1nnn(Cc2cccc(C(F)(F)F)c2)c1N	0.9
Cc1ccccc1C(=O)c1cccn1CC(=O)NCCCc1ccccc1	7.6
CC1=C(C(=O)Nc2ccccn2)C(c2ccc(Cl)cc2Cl)NC(=S)N1 (stereo not drawn)	2.9
O=C(NCc1ccncc1)c1cncc(Br)c1	5.0
COC(=O)[C@]12C[C@H](CC(=O)N3CCC(c4ccccc4)CC3)C(=O)N(Cc3ccc(Cl)cc3Cl)C1=C[C@H](COCc1ccccc1)O[C@@H]2C	-1.7
CCCc1cc(C(=O)Nc2ccc(C(=O)c3ccccc3)cc2)n(C)n1	-3.2
Nc1nc(SCC(=O)NC2CCCCC2)n[nH]1	0.1
Cc1cccc(C(=O)NNC(=O)C2CCCCC2)c1O	-1.4
CCc1sc(NC(=O)CN2CCC(C(N)=O)CC2)nc1-c1ccccc1	-0.5
CCOC(=O)Cn1cnc2c(sc3nc(C)cc(C)c32)c1=O	-1.7

An excerpt of these results, bar-delimited.
Compound | TTR transcr act
Cc1ccc(OCCCn2ccnc2)c(Br)c1 | 1.4
CCCc1cc(C(=O)Nc2ccc(C(=O)c3ccccc3)cc2)n(C)n1 | -3.2

New compounds follow
SMILES	TTR transcr act
CCOC1=C2[C@@H](CN(S(=O)(=O)c3ccc(C)cc3)[C@H]2c2cccc3ccccc23)[C@H]2C(=O)N(c3ccccc3)C(=O)[C@H]2C1	-1.6
O=C(CC(O)CCc1ccccc1)c1ccc(O)cc1 (stereo not drawn)	0.2
COC(=O)Nc1nn(-c2ccc(Cl)cc2)c(=O)c(C#N)c1C	1.0
CCc1ccccc1NC(=O)Nc1cccc(F)c1	-2.3
CN(C)c1ccc(/C=C/C(=O)c2cccnc2)cc1	-1.9
O=C(CSc1ncccc1C(=O)O)c1ccc2ccccc2c1	12*
Cc1ccccc1Nc1nc(N)nc(CSc2nc3ccccc3c(=O)n2C)n1	-7.8
S=C(NCc1cccnc1)Nc1ccc(Cl)c(Cl)c1	0.4
CCOC(=O)c1ccc(NC(=O)C2CCCN(S(=O)(=O)c3ccc(F)cc3)C2)cc1 (stereo not drawn)	-4.4
CCCc1cc(C(=O)Nc2cccnc2Cl)no1	1.8
COc1ccccc1CNC(=O)CNC(=O)[C@@H]1Cc2ccccc2CN1	0.1
COc1ccc(OC)c(S(=O)(=O)N2CCC(C(=O)N(C)Cc3ccccc3)CC2)c1	-0.9
COc1cccc(NC(=O)CN2CCN(S(=O)(=O)c3ccc(F)cc3)CC2)c1	2.6
Cc1ccccc1NC(=O)COC(=O)c1ccc(CSc2ccc(Cl)cc2)cc1	-0.7
O=c1[nH]c2ccccc2cc1-c1nnn(-c2ccc(Cl)c(Cl)c2)n1	2.2
O=C(CCCn1c(=S)[nH]c2cc3c(cc2c1=O)OCO3)NCCc1ccccc1Cl	-1.7
COc1ccccc1C(=O)NCCNc1nc2cc(C)cc(C)c2cc1C#N	0.5
C[C@H](CO)N1C[C@H](C)[C@H](CN(C)C(=O)Nc2cccc(F)c2)Oc2cc(C#CC3(O)CCCC3)ccc2S1(=O)=O	1.5
CCOc1c2ccc(C(=O)NCc3cc(C(F)(F)F)cc(C(F)(F)F)c3)cc2nn1CCOC	-1.6
CC(C)(C)c1cc(=O)[nH]c(SCc2ccccc2Cl)n1	0.6
CCn1c(C)c(C)c2cc(C(=O)NCCCN3CCOCC3)ccc21	3.8
CN(Cc1ccccc1)C(=S)NC(=O)c1ccc(-c2ccccc2)cc1	0.8
O=C(CCn1nc(-c2ccc(Cl)cc2)ccc1=O)NCc1ccccn1	1.5
N#CC(c1ccc(O)cc1)N1CCCCC1 (stereo not drawn)	-2.6

Ordered by the number under TTR transcr act (smallest number first): some entries from above
SMILES	TTR transcr act
O=C(CCCn1c(=S)[nH]c2cc3c(cc2c1=O)OCO3)NCCc1ccccc1Cl	-1.7
CN(Cc1ccccc1)C(=S)NC(=O)c1ccc(-c2ccccc2)cc1	0.8
O=C(CCn1nc(-c2ccc(Cl)cc2)ccc1=O)NCc1ccccn1	1.5
O=c1[nH]c2ccccc2cc1-c1nnn(-c2ccc(Cl)c(Cl)c2)n1	2.2

New compounds follow:
SMILES	TTR transcr act
Cc1cc(Nc2ccccc2)n(CCC#N)n1	-3.2
CC(=O)c1cccc(NC(=O)c2ccc(Br)o2)c1	-0.7
Cc1c(C)n(Cc2ccccc2)c2ncnc(NCCCO)c12	-1.1
CCC/S(C)=N/S(=O)(=O)c1ccc(C)cc1 (stereo not drawn)	0.6
COc1cccc2c(C)cc(N3CCCCCC3)nc12	1.1
COc1cc(OC)c2cc[nH]c2c1	5.2
CCOc1ccc(N(CC(=O)NCCSCc2ccc(C)cc2)S(C)(=O)=O)cc1	4.2
O=C(COc1ccccc1)N1CCN(c2ccc([N+](=O)[O-])c(N3CCCCC3)c2)CC1	-1.9
CC1CN(C(=O)c2cc(-c3ccncc3)nc3ccccc23)CC(C)O1 (stereo not drawn)	2.0
CN1CC[C@@H]2C(=O)N3CCc4ccc(-c5ccc6c(c5)OCO6)cc4[C@@H]3C[C@@H]21	0.9
CCOC(=O)c1[nH]c(C)c(C(=O)N2CCN(c3ccccc3)CC2)c1C	0.2
Cn1c(SCc2c(Cl)cccc2Cl)nnc1-c1ccc2nonc2c1	-0.5
O=S(=O)(Nc1ccc(Cl)nn1)c1ccccc1	4.0
CCCCC(C(=O)OCC)C(N)Cc1ccc(F)cc1 (stereo not drawn)	-0.4
Cc1ccc(C(=O)OCCN2CCN(c3ncc(C(F)(F)F)cc3Cl)CC2)cc1	0.0
Cc1cc(C)c(C#N)c(SCc2ccccc2C(=O)O)n1	5.4
CC(C)N1C/C(=C/c2ccsc2)C(=O)/C(=C/c2ccsc2)C1	-4.9
CC1(C)CC(=O)C2=C(C1)OC1=C(C2)C(=O)CC(C)(C)C1	2.1
O=C(NCc1cccnc1)c1cn(CCc2ccccc2)nn1	1.3
CCOc1ccc(CCNC(=O)c2cc3ccsc3n2C)cc1OCC	-1.1
CC(C)N(Cc1ccccc1)C(=O)c1ccc2c(c1)OCO2	-1.6
O=C1Nc2ccccc2CCc2ccccc21	-3.0
Cc1ccc(S(=O)(=O)N2CC3(COC(C)(C)OC3)C[C@H]2CON2C(C)(C)CCCC2(C)C)cc1	-1.3
Cn1c(=O)c2c(ncn2CC(=O)N2CCN(S(=O)(=O)c3ccc(Cl)cc3)CC2)n(C)c1=O	0.2
COc1ccc(N(CC(=O)NCCSC2CCCCC2)S(=O)(=O)c2ccc(C)cc2)cc1	0.7
COc1cc(O)c(C(C)=O)c2c1C=CC(C)(C)O2	2.2
CCCc1cnc(N2CCN(C(=O)c3ccc(F)cc3)CC2)nc1	2.3
Cc1ccc(S(=O)(=O)c2cc3c(=O)n4cccc(C)c4nc3n(CC3CCCO3)c2=N)cc1C (stereo not drawn)	1.3
C/C(=N\Nc1cc(C(F)(F)F)ccc1Cl)c1ccncc1	-0.7
CCOC(=O)N1CCN(c2c(NCC3CCCO3)c(=O)c2=O)CC1 (stereo not drawn)	0.4
Cn1c(=O)n(CC(=O)NCC2CCCO2)c(=O)c2c3c(sc21)COC(C)(C)C3 (stereo not drawn)	9.0
Cc1nnc(SCc2nc3scc(-c4ccccc4)c3c(=O)[nH]2)s1	2.3
N#Cc1ccccc1NC(=O)C1CCCO1 (stereo not drawn)	-0.1
CC(=O)N1c2ccc(S(=O)(=O)N3CCC(C(=O)Nc4cccc(C)c4)CC3)cc2CC1C (stereo not drawn)	3.2
NC1=NC(=O)/C(=C\c2cc([N+](=O)[O-])ccc2Cl)S1	-2.5
COC(=O)c1cccc(COC(=O)c2ccc(N(C)C)cc2)c1	-0.8
CCSc1nc(=S)n(-c2ccccc2)c(C)c1C(C)=O	1.1
COc1ccc(COC(=O)C2=C(C)NC(=O)NC2c2cc(OC)ccc2OC)cc1 (stereo not drawn)	9.2
CCCCCc1nnc(NC(=O)c2ccc(=O)n(C)n2)s1	-0.2
CCn1c2ccccc2c2nnc(NN)nc21	-0.1
CCCN1CCC(=O)N([C@H](CSc2ccccc2)Cc2ccccc2)CC1	1.2
O=C(COC(=O)Cc1c(Cl)cccc1Cl)Nc1ccc(OC(F)(F)F)cc1	-2.9
CCN(CC)S(=O)(=O)c1cc(C(=O)N(C)CC(=O)Nc2ccc(Cl)cc2)ccc1Cl	2.5
CCN(CC)C(=O)c1[nH]cnc1C(=O)N[C@@H](C)C(=O)OC(C)(C)C	1.8
Cc1ccc(Cl)cc1N1CCN(C(=S)NCc2ccco2)CC1	-2.8
COCCn1c(SCC(=O)NCCCN2CCCC2=O)nc2ccccc2c1=O	2.9
COc1ccc(CN(Cc2cc3cccc(C)c3[nH]c2=O)C(=O)N(C)C)cc1	-0.4
Cc1cc(NC(=O)C23CC4CC(C2)CC(n2cnc([N+](=O)[O-])n2)(C4)C3)no1	-2.7

Ordered by formula weight (high to low): some entries from above
SMILES	TTR transcr act
COc1ccc(CN(Cc2cc3cccc(C)c3[nH]c2=O)C(=O)N(C)C)cc1	-0.4
Cc1ccc(Cl)cc1N1CCN(C(=S)NCc2ccco2)CC1	-2.8
CCN(CC)C(=O)c1[nH]cnc1C(=O)N[C@@H](C)C(=O)OC(C)(C)C	1.8
CCSc1nc(=S)n(-c2ccccc2)c(C)c1C(C)=O	1.1

(list continues)
SMILES	TTR transcr act
COc1ccc(OC)c(N(CC(=O)Nc2cccnc2)S(=O)(=O)c2ccc(OC)c(OC)c2)c1	-1.1
O=C(COc1ccc(Cl)cc1Cl)Nc1ccc(-c2ccc(N3CCOCC3)nn2)cc1	-0.9
Cc1cc2nc3c(c(C(F)(F)F)n2n1)CCCC3	0.2
COc1ccccc1C(=O)NN=C1CCN(Cc2ccccc2)CC1	-1.1
Cc1ccc(CSc2nnc(-c3ccccn3)n2N)cc1	1.9
COc1ccc2nnc(-c3ccc(C(F)(F)F)cc3)n2n1	-2.0
Cc1ccc(CN2CC(C(=O)OCc3ccccc3Cl)CC2=O)cc1 (stereo not drawn)	-0.1
CCOC(=O)c1[nH]c2ccccc2c1NC(=O)CN(C)C	-1.7
CCN(CC(=O)Nc1c(F)cccc1F)C(=O)CNC(=O)C1CCCCC1	-2.1
COc1ccc(C(=O)Nc2cccc3nc(C)ccc23)cc1OC	-0.4
O=C(Nc1cccc(F)c1)c1ccccc1-c1ccccc1	-0.1
O=C1CN(C(=O)c2ccco2)C(c2ccc(F)cc2)c2cc(Cl)ccc2N1 (stereo not drawn)	-2.3
O=C(Nc1ccccc1)C1C2CCCCC21 (stereo not drawn)	1.2
C=CC[C@@H](CC(=O)N(CCO)Cc1ccccc1)C(=O)N[C@@H](COC(=O)[C@H](CC=C)CC(=O)OC(C)(C)C)Cc1c[nH]c2ccccc12	2.7
CC(C)OC(=O)Cn1nc(C(c2ccccc2)c2ccccc2)oc1=O	8.4
CN=C1SC(CC(=O)Nc2ccc(C(C)=O)cc2)C(=O)N1C (stereo not drawn)	-1.3
Cn1c(=O)n(C)c2cc(NC(=O)c3ccccc3NS(C)(=O)=O)ccc21	-0.2
CCOC(=O)C1(C)CCCCCN1C(=O)c1ccco1 (stereo not drawn)	-0.5
O=C1C2C3C=CC(CC3)C2C(=O)N1c1ccc(Cl)cc1Cl (stereo not drawn)	-2.9
Cc1cc(Br)ccc1NC(=O)CN(C)C(=O)CNC(=O)Cc1ccccc1	4.4
Cc1cc(C(F)F)n2nc(C(=O)Nc3c(F)cc(F)cc3Br)nc2n1	1.0

Some of the compounds tested; rates above refer to the full screens.
